Lipid storage S3 – qHTS Assay for Lipid Storage Modulators in Drosophila S3 Cells. Drosophila S3 cells, BODIPY lipid droplet fluorescence, 18-24 h; cells fed with added oleic acid. lipid storage change, negative = inhibition, % at the top dose, mostly 46.1 µM; hits show Potency in µM. 320,000 tested, 0.64% active. AID 2685; active = well fitted inhibition curve with a large enough effect in the signal ratio, with a control signal flat, not every such curve was filed as active; inconclusive = small, poorly fitted or top-dose-only effect, or effect the other way, or a change in a side signal; the % refers to the signal ratio
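Laser-scanning cytometry quantifies lipid droplet accumulation (500–530 nm total intensity; droplet/cell object ratio) in oleic acid-fed (400 uM added) Drosophila S3 cells treated with a concentration series. 20 uM Triacsin C defined 100% inhibition.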
Lipid storage S3 cell count max – also measured in Lipid storage S3; calls as there; cell number change, %; measured here: cell count max response;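 cells counted by Cell Tracker Red CMTPX staining in the red channel; peak over a dose series mostly up to 46.1 µM; percent activity relative to internal control wells on each plate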
* = called active by the depositor; i = inactive; u = inconclusive; x = no result given. % is set by controls: 0 for no effect and ±100 for the full control effect; potency is the fitted concentration of half-maximal effect. A portion of the library. The share of hits here may be higher or lower than overall.

Each structure is followed by: Lipid storage S3, Lipid storage S3 cell count max
> O=C(/C=C/c1ccco1)Nc1ccc(Cl)c(S(=O)(=O)N2CCOCC2)c1
→ u, x
> CCOC(=O)C1=C(C)NC(=O)NC1c1ccccc1 (centres undefined)
→ u, x
> COc1ccc(C(=O)NNC(=O)CN2CCN(c3nc(-c4ccccc4)cs3)CC2)cc1
→ -12%, -12
> CCCN(CC(=O)Nc1ccccc1OC)C(=O)c1ccc2ncsc2c1
→ u, x
> Cc1ccccc1N1C(=O)C2CCCN2C1=S (centres undefined)
→ u, x
> O=C(O)c1ccc2c(c1)N(Cc1ccccc1F)C(=O)c1ccccc1S2=O (centres undefined)
→ 16%, 2
> CCN1C(=O)/C(=C2/C(=O)N3c4c(cc(OC(C)=O)cc42)C(C)=CC3(C)C)SC1=S
→ u, x
> Cc1cc(C)nc(NS(=O)(=O)c2ccc(N/C=C/C(=O)c3ccc(Cl)cc3)cc2)n1
→ u, x
> CN(C)C=C1C(=O)c2ccccc2C1=O
→ u, x
> O=C(Nc1ccccc1)Nc1csc2ccccc12
→ u, x
> CCN(CC)c1ccc(NC(=O)COC(=O)/C=C/c2nc3ccccc3s2)cc1
→ 12%, 13
> Cc1ccc(S(=O)(=O)N2CCCCC2)cc1NC(=O)COC(=O)C1CC2C=CC1C2 (centres undefined)
→ -19%, -1
> COc1ccc(CC(=O)Nc2sc(Cc3ccccc3)c(C)c2C(N)=O)cc1
→ u, x
> CC(NC(=O)CN(C)S(=O)(=O)c1ccc(F)cc1)C1CC2CCC1C2 (centres undefined)
→ -14%, -10
> CN(C)C(CNc1ccc(S(C)(=O)=O)cc1[N+](=O)[O-])c1ccccc1 (centres undefined)
→ u, x
> COc1cc(NS(=O)(=O)c2ccc(NC(=S)NC(=O)c3sc4ccccc4c3Cl)cc2)ncn1
→ -17%, -2
> O=C(NCc1ccco1)C1(S(=O)(=O)c2ccc(Cl)cc2)CC1
→ 14%, -21
> C#CCOc1ccc2c(C)cc(=O)oc2c1
→ u, x
> CCOC(=O)CCSc1nc(C)c2ccccc2n1
→ i, -10
> Cc1c[nH]c2cccc(OCC(O)CNC(C)(C)C)c12 (centres undefined)
→ i, x

5 of the entries above in order of their number in Lipid storage S3, largest number first.
Each structure is followed by: Lipid storage S3, Lipid storage S3 cell count max
> O=C(O)c1ccc2c(c1)N(Cc1ccccc1F)C(=O)c1ccccc1S2=O (centres undefined)
→ 16%, 2
> O=C(NCc1ccco1)C1(S(=O)(=O)c2ccc(Cl)cc2)CC1
→ 14%, -21
> CCN(CC)c1ccc(NC(=O)COC(=O)/C=C/c2nc3ccccc3s2)cc1
→ 12%, 13
> CC(NC(=O)CN(C)S(=O)(=O)c1ccc(F)cc1)C1CC2CCC1C2 (centres undefined)
→ -14%, -10
> Cc1ccc(S(=O)(=O)N2CCCCC2)cc1NC(=O)COC(=O)C1CC2C=CC1C2 (centres undefined)
→ -19%, -1

Whole records, looked up by structure:
Cc1cc(C)nc(NS(=O)(=O)c2ccc(N/C=C/C(=O)c3ccc(Cl)cc3)cc2)n1 is entered as Lipid storage S3: u; Lipid storage S3 cell count max: x
CCOC(=O)CCSc1nc(C)c2ccccc2n1 is entered as Lipid storage S3: i; Lipid storage S3 cell count max: -10
O=C(Nc1ccccc1)Nc1csc2ccccc12 is entered as Lipid storage S3: u; Lipid storage S3 cell count max: x

(further entries)
Each structure is followed by: Lipid storage S3, Lipid storage S3 cell count max
> NS(=O)(=O)c1ccc(NC(=O)COC(=O)CCc2ccccc2)cc1
→ -3%, 9
> COc1cc(C(=O)Nc2oc(-c3ccccc3)c(-c3ccccc3)c2C#N)cc(OC)c1OC
→ u, x
> COc1ccccc1N1CN(CCc2ccccc2)CNC1=S
→ u, x
> c1ccc(CNc2nc(NCc3ccccc3)c3ccccc3n2)cc1
→ 16µM*, -9.5*
> Cc1cc(-c2nnc(CCC(=O)N(CC3CCC3)CC3CCCO3)o2)no1 (centres undefined)
→ -18%, -1
> COc1cc(C(=O)N/C(=C\c2cn(S(=O)(=O)N(C)C)c3ccccc23)C(=O)NCCCO)cc(OC)c1OC
→ 2%, 19
> CCOC(=O)c1cc2oc(C(c3nnnn3C3CCCCC3)N3CCOCC3)cc2[nH]1 (centres undefined)
→ u, x
> CCn1cc(C(=O)NCCCN2CCC(C)CC2)c2cc(OC)c(OC)cc2c1=O
→ u, x
> N/C(=N\OC(=O)COc1ccccc1)c1ccc(Cl)cc1
→ -16%, -11
> CCOC(=O)CSc1nnc2cc(C)c3ccccc3n12
→ 1%, 10
> [N-]=[N+]=CC(=O)c1ccnc(C(=O)C=[N+]=[N-])c1
→ i, 2
> CCOC(=O)c1c(NC(=O)Cn2nnc(-c3ccc(Cl)cc3)n2)sc(CC)c1C
→ u, x
> O=C1c2cccc3cccc(c23)C(=O)N1CCN1CCN(CC(O)COCc2ccc(Cl)cc2)CC1 (centres undefined)
→ u, x
> COc1ccc(Br)cc1S(=O)(=O)N1CCN=C1C
→ u, x
> CS(=O)(=O)N(CC(=O)N/N=C/c1cccc2c1OCCO2)c1ccccc1Br
→ u, x
> O=C(CN(CC1CCCO1)C(=O)Cn1nnc(-c2ccc(F)cc2)n1)NC1CCCCC1 (centres undefined)
→ u, x
> CC(C)(C)Nc1nc(-c2ccc3c(c2)CCN3C(=O)C2CC2)cs1
→ u, x
> CCCNC(=O)c1ccc(S(N)(=O)=O)cc1
→ -8%, 12
> Cc1cc(C(=O)N/N=C/c2ccc(-c3ccc(C)c(Cl)c3)o2)n[nH]1
→ -5%, 3
> O=C(CNc1cccc(Cl)c1)c1ccc(Cl)cc1
→ -11%, -16
> COc1ccc(-c2c(C)c3cc(O)ccc3oc2=O)cc1
→ u, x
> Nc1nc(-c2cccnc2)nc(N2CCCCC2)n1
→ 12%, 2
> CCn1c(SCC(=O)Nc2ccc(NC(C)=O)cc2)nnc1C1CC1
→ u, x
> COc1ccccc1NC(=O)C(=O)Nc1ccccn1
→ 2%, 1
> Cc1cc(NC(=O)c2cccc(F)c2)ncc1NC(=O)c1ccco1
→ u, x
> COC(=O)C1=C(C(=O)OC)[C@@H]2N(C)c3ccccc3[C@@]23C[C@@H](C(=O)OC)N(C(=O)COCc2ccccc2)C3=N1
→ 2%, 4
> Cc1ccc(C2Nc3cccc4cccc(c34)N2)cc1
→ u, x
> Cc1onc(-c2ccccc2Cl)c1C(=O)OCc1cnc(Cl)s1
→ u, x
> COc1ccc([N+](=O)[O-])cc1NC(=O)c1ccc(Br)s1
→ u, x
> COc1ccc(/C=N/NC(=O)c2cccnc2)cc1CN1CCc2ccccc2C1
→ 9%, 20
> Cc1ccc(S(=O)(=O)N2CCOCC2)cc1C(=O)Nc1ccccc1N1CCCC1
→ u, x
> O=C1CC(c2ccc3c(c2)OCO3)C2=C(CCCC2=O)N1 (centres undefined)
→ 13%, -17
> CCCc1[nH]n(-c2ccc([N+](=O)[O-])cc2)c(=O)c1C=NCCc1ccc(OC)c(OC)c1
→ u, x
> O=C(OCC(=O)N(CCc1ccccc1)Cc1ccccc1)c1ccccc1O
→ u, x
> C/C(=N\NC(=O)C1(C)CC1(Br)Br)c1cccc(NC(=O)C(C)(C)C)c1 (centres undefined)
→ u, x
> Cc1cc(S(=O)(=O)NCCCn2ccnc2)c(C)cc1Cl
→ u, x
> COc1ccc(-n2c(SCC(=O)N/N=C(\C)c3cccnc3)nc3ccccc3c2=O)cc1
→ -8%, 9
> Cc1ccccc1NC(=O)Cc1nc(COC(=O)c2cc([N+](=O)[O-])ccc2NCCO)cs1
→ u, x
> OC[C@H]1OC(O)[C@H](O)[C@@H]1O (some centres undefined)
→ u, x
> c1ccc(OCCCc2nc(-c3cccnc3)no2)cc1
→ u, x
> O=c1[nH]c(N2CCCCC2)nc2ncn(Cc3ccccc3)c12
→ 0%, 9
> CCc1ccccc1N(CC(=O)NCCc1ccccc1)C(=O)CCC(=O)Nc1ccccn1
→ i, -7
> COc1ccc(CSc2n[nH]c(C)n2)cc1[N+](=O)[O-]
→ u, x
> CCOC(=O)N1CCC(NC(=O)C2CCN(C(=O)c3cc4sccc4n3CC)CC2)CC1
→ u, x
> O=C(Oc1cccc(F)c1)c1ccc2c(=O)n3c(nc2c1)CCC3
→ u, x
> O=C(NC1CCS(=O)(=O)C1)c1ccc(S(=O)(=O)N2CCCCC2)cc1 (centres undefined)
→ 3%, 13
> COc1ccc(/C=N/OCC(=O)Nc2cc(C)on2)cc1OC
→ 10%, 8
> CC1(C)CC(=O)C(C=Nc2ccc(N)cc2)=C(O)C1
→ u, x
> CCc1nnc(NC(=O)CSc2nnc(-c3ccco3)o2)s1
→ 4%, 2
> CCOC(=O)C(NC(=O)Nc1ccc(Cl)cn1)(Oc1ccc(F)cc1)C(F)(F)F (centres undefined)
→ u, x
> FC(F)(F)c1cc(-c2ccc3c(c2)OCO3)nc(NCc2ccco2)n1
→ -10%, 7
> COc1ccc(/C=N/NC(=O)c2ccccc2O)cc1CSc1ccccn1
→ u, x
> CCC(=O)N1c2ccc(C)cc2C2=NNC(=S)NC21O (centres undefined)
→ i, x
> CC(=O)c1cccc(NC(=O)CCC2CCCC2)c1
→ -14%, -15
> CCN(CC(=O)NCc1ccc(F)cc1)C(=O)CN1CCN(c2cc(Cl)ccc2C)CC1
→ u, x
> O=C(NCc1cccc(CNC(=O)C(=O)NCc2ccco2)c1)C(=O)NCc1ccco1
→ u, x
> Cc1ccc(S(=O)(=O)NCCSc2nnnn2C)cc1
→ 29%, 8
> O=C(COC(=O)c1ccccc1Nc1ccc(SC(F)F)cc1)NCc1ccco1
→ -14%, -15
> COc1ccc(OC)c(S(=O)(=O)Nc2ccc(C(N)=O)cc2)c1
→ -11%, 3
> O=C(COc1ccccc1Br)N1CCNC1=O
→ 11%, -13

Next part
Each structure is followed by: Lipid storage S3, Lipid storage S3 cell count max
> N/C(=N\OC(=O)N1c2ccccc2Sc2ccccc21)c1ccccc1
→ 14%, x
> O=C(CSc1ncnc2c(-c3ccc(Cl)cc3)nsc12)c1ccccc1
→ 21%, 0
> O=C(CSc1nnc2ccccn12)NNC(=O)c1ccc(Br)cc1
→ u, x
> O=C(O)c1nn(CCOc2cccc(Cl)c2)c(=O)c2ccccc12
→ u, x
> CCOc1ccc(S(=O)(=O)Nc2cccc(C(=O)N3CCN(c4ccc(OC)cc4)CC3)c2)cc1
→ 6%, -10
> N#Cc1ccccc1S(=O)(=O)N1CCN(c2ccc(S(=O)(=O)N3CCOCC3)cn2)CC1
→ i, -1
> CCc1c(C)[nH]c2c(C)cccc2c1=O
→ u, x
> CCCc1cc(N2CCN(C(=O)c3ccco3)CC2)n2c(nc3ccccc32)c1C#N
→ u, x
> Cc1ccccc1N/N=C/c1sc(=O)n(Cc2cccc(C(=O)O)c2)c1Cl
→ u, x
> COc1ccc(S(=O)(=O)NCC(=O)N(CC(=O)NCC2CCCO2)c2ccccc2C)cc1 (centres undefined)
→ i, x
> O=C(NC1CCCCC1)C(c1cccs1)N(C(=O)c1ccco1)c1ccc2c(c1)OCCO2 (centres undefined)
→ -1%, 0
> CSc1ccc(/C=C/C(=O)c2c(O)cc(C)oc2=O)cc1
→ 19%, 8
> C=CCn1c(-c2ccc(OC)cc2)nc2ccccc21
→ u, x
> Cc1ccc(C(=O)NCC(=O)OCC(=O)Nc2cccc(S(=O)(=O)N3CCCC3)c2)cc1C
→ 0%, x
> O=c1c(-n2cncn2)c[nH]n1-c1cccc(Cl)n1
→ 16%, x
> CCOC(=O)Cn1cc(C(=O)C(=O)N2CCOCC2)c2ccccc21
→ 9%, 13
> COc1ccc(/C(N)=N/OC(=O)CN(C)S(=O)(=O)c2ccccc2)cc1
→ u, x
> CCOc1ccccc1NC(=O)CCCn1cc([N+](=O)[O-])cn1
→ u, x
> CCNC(=O)C1Cc2cc(S(=O)(=O)N3CCCC3)ccc2N1C(C)=O (centres undefined)
→ i, 6
> CNS(=O)(=O)c1ccc(NC(=O)C2c3ccccc3Oc3ccccc32)cc1
→ u, x
> CC(=O)Oc1oc(-c2ccccc2)nc1C=Nc1ccccc1
→ 5%, -12
> OCC1(Cc2ccccc2)CCN(Cc2cnc(-c3ccc(Cl)cc3)nc2)CC1
→ u, x
> CCC(CC)=C(C#N)C(=O)NC1CCCCC1
→ u, x
> CC1CCN(S(=O)(=O)c2ccc(S(=O)(=O)NCC(=O)C(C)(C)C)cc2)CC1
→ i, x
> O=C(O)c1cccnc1C(=O)O
→ 2%, -3
> O=c1[nH]c2cc3c(cc2cc1CN(CCO)S(=O)(=O)c1ccccc1Cl)OCCO3
→ u, x
> CCCn1c(=O)[nH]c(=O)c2c1nc(-c1cccs1)n2CCOC
→ u, x
> Cc1ccc(C(=O)Nc2ccc(NC(=O)c3cccs3)cc2)c(C)c1
→ u, x
> C(=N\C(/N=C/c1ccco1)c1ccco1)/c1ccco1
→ u, x
> CCc1nnc(NC(=O)C2CC(=O)N(CCc3ccccc3)C2)s1 (centres undefined)
→ u, x
> O=C(O)C1CC=CCC1C(=O)NNc1ccccc1 (centres undefined)
→ -4%, 0
> CC(=O)O[C@H]1[C@H](C)OC=C[C@@H]1OC(C)=O
→ u, x
> CCCCC1CCC(C(=O)Nc2ccccc2)CC1 (centres undefined)
→ u, x
> Cc1ccc(S(=O)(=O)N2CCOCC2)cc1C(=O)NC(=S)N1CC(C)OC(C)C1 (centres undefined)
→ -21%, -12
> COc1cccc(CNC(=O)C2CCCN2S(=O)(=O)c2ccc3c(c2)C(C)(C)C(=O)N3C)c1 (centres undefined)
→ 3%, 18
> CCc1ccc(N2C(=O)c3sc4nnc(-c5ccccc5)c(=O)n4c3C2=O)cc1
→ i, x
> Cc1ccc(-c2[nH]c(-c3ccccc3)nc2SCC(=O)NCC2CCCO2)cc1 (centres undefined)
→ u, x
> O=C(O)/C=C1\CCCc2ccccc2C1O (centres undefined)
→ -1%, -12
> CN(C)CCNc1ncnc2sc(-c3ccccc3)cc12
→ 12%, 14

Bioassay records as filed in PubChem BioAssay.
